HT1080-NT tox = kills 2HG-producing HT-1080-NT fibrosarcoma cells; HT-1080-NT fibrosarcoma viability, CellTiter-Glo ATP luminescence, 48 h; Potency, µM (titrated, usually from 46.1 µM), without a hit: at the top dose activity, negative = less viability, hits mostly cytotoxic; 360,000 tested, 1.6% active;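 note: NT is the 2HG producing partner of a matched IDH1 knockdown line; potency is the fitted concentration of half-maximal effect; 0% = DMSO-treated cells and -100% = media-only wells without cells; nearly all actives have a fitted effect of over 55% in size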
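HT-1080-NT fibrosarcoma cells (2HG-overproducing), 750 cells/well in RPMI with 5% FBS, dosed after 2 h and incubated 48 h at 37C. CellTiter-Glo luminescence normalized to DMSO and no-cell wells; concentration-response curves fitted and classed.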
KB-3-1 cytotox = kills parental KB-3-1 adenocarcinoma cells. KB-3-1 viability, CellTiter-Glo ATP luminescence, 72 h. AID 1347075. Potency, µM (doses to about 46.1 µM), without a hit: top-dose activity change, negative = cytotoxic, hits mostly cytotoxic. 400,000 tested, 1.4% active; note: potency is the fitted concentration of half-maximal effect; % is set by controls: 0 for no effect and ±100 for the full control effect; nearly all actives have a fitted effect of over 60% in size
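Parental KB-3-1 adenocarcinoma cells in phenol-red-free DMEM with 10% FBS were pin-treated with compounds at several concentrations, incubated 72 h at 37 °C, and viability read by CellTiter-Glo luminescence; concentration-effect curves were fitted after normalization.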
HT1080 IDH1KD tx = HT-1080 IDH1 knockdown cell toxicity (counter line). HT-1080 IDH1 knockdown viability, ATP luminescence, 48 h. 360,000 tested, 2% active. Potency, µM (highest dose often 46.1 µM), without a hit: top-dose activity, negative = toxicity, hits mostly cytotoxic;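 note: potency is the fitted concentration of half-maximal effect; 0% = DMSO wells and -100% = cell-free medium wells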
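After a 2 h attachment period, IDH1KD HT-1080 cells took pin-transferred compound for 48 h at 37 °C; ATP-based luminescence after 10 min room-temperature reagent incubation reported viability.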
DRD3 agonist = agonists of human D3 dopamine receptor; P35462; D3R DiscoveRx beta-arrestin cells, luminescence, 90 min; max activation, %; 410,000 tested, 0.58% active; in the data active = max activation above about 30%; note: 0% is about no effect; mostly tested at two doses, the higher about 12 µM
Target sequence (P35462 whole entry, looked up): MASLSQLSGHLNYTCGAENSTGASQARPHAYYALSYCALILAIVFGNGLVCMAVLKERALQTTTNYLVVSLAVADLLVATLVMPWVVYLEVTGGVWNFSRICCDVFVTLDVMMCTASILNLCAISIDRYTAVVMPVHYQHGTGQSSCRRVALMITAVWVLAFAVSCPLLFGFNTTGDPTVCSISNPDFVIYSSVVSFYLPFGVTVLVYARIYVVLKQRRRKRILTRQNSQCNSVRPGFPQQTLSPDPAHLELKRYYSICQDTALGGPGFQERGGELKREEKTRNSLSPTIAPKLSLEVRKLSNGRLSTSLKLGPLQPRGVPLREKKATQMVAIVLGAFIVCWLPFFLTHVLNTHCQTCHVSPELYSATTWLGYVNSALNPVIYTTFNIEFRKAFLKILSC
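Agonist-mode cell screen: cells plated at 1500/well and incubated overnight at 37 °C, then exposed to library compounds for 90 min at 37 °C. Detection reagent was added for 30–60 min at room temperature, and luminescence was read.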
SW480 rereplic = DNA re-replication induction in SW480 cells; SW480 DNA re-replication, Hoechst DNA content imaging, 48 h; Potency, µM (titrated, usually from 46.1 µM), for inactives: at the highest dose re-replication activation, most hits filed as activators; 340,000 tested, 1.8% active; AID 624297; note: potency is the fitted concentration of half-maximal effect; % of control where 0% means no effect; nearly all actives have a fitted effect of over 55% in size
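Cells (250 per well) received 23 nL compound or DMSO by pin tool and were kept 48 hr at 37 C, 5% CO2. Nuclei were then stained with Hoechst for 40 min and scanned for DNA content.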
KB-V1 MDR tox = KB-V1 MDR subline cytotoxicity; KB-V1 MDR cells viability, CellTiter-Glo, 72 h; 400,000 tested, 3.4% active; Potency, µM (series often up to 46.1 µM), for the others: at the highest dose activity change, negative = cytotoxicity, hits mostly cytotoxic; AID 1347076; note: potency is the fitted concentration of half-maximal effect; % is set by controls: 0 for no effect and ±100 for the full control effect; nearly all actives have a fitted effect of over 60% in size
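Potencies derive from concentration-effect curves fitted to normalized luminescence (CellTiter-Glo) of KB-V1 cells treated for 72 h at 37 degrees C in phenol-red-free DMEM containing 10% FBS.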
GLP1R cytotox = cytotoxicity counter-screen for GLP-1 receptor inverse agonists. HEK293 cAMP-luciferase reporter cells, luminescence, 24 h. Potency, µM (highest dose often 38.3 µM), for the others: top-dose activity change, negative = inhibition, actives largely listed as inhibitors. 410,000 tested, 0.13% active. AID 624418;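 note: loss of luciferase light is scored as toxicity; potency is the fitted concentration of half-maximal effect; % is set by controls: 0 for no effect and ±100 for the full control effect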
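Seeding density was 200 cells/uL; after overnight-length (12 h) culture, 23 nL compounds went on for 24 h at 37 °C. Readout used a luciferase detection reagent, luminescence taken after 12 min at room temperature.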
MCF10A rerep = induces DNA re-replication in MCF 10a normal breast cells; MCF 10A DNA re-replication, Hoechst nuclear intensity, 48 h; Potency, µM (top dose mostly 46.1 µM), inactives show at the top dose activity, positive = re-replication, usual class: activators; 350,000 tested, 2.9% active; note: potency is the fitted concentration of half-maximal effect; % of control where 0% means no effect; nearly all actives have a fitted effect of over 50% in size
IL-1B inflam inh = inflammasome signaling inhibition, IL-1 beta readout | THP-1 LPS/ATP IL-1B secretion, AlphaLISA, 16 h; stronger effect = lower value | activity change, % at 57.5 µM | 360,000 tested, 4.7% active; in the data active = activity change below about -50%; inconclusive = mostly about -30% to -49%; note: % is set by controls: 0 for no effect and ±100 for the full control effect
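THP-1 cells pretreated 1 hr with compounds (up to 57.5 uM final), then stimulated with LPS (250 ng/mL final) plus ATP (1.25 mM final); secreted IL-1B measured by AlphaLISA after 16 hr, decreased signal indicating inhibition.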
Numbers without * were called inactive; ? = inconclusive; / = not tested or not shown; [ ] = dose if it differs, or a comment. Unless noted, calls come from the whole dose curve; as a rule, active = well fitted curve in the direction sought with a large enough effect; inconclusive = small, poorly fitted or top-dose-only effect, or another doubt; inactive = no such curve, though single readings can be large; an effect the other way counts as inactive or inconclusive.

SMILES	HT1080-NT tox	KB-3-1 cytotox	HT1080 IDH1KD tx	DRD3 agonist	SW480 rereplic	KB-V1 MDR tox	GLP1R cytotox	MCF10A rerep	IL-1B inflam inh
Fc1ccc(CSc2ccc3nnc(-c4ccccn4)n3n2)cc1	-5%	-8%	-10%	11	-4%	?	4%	0%	-14
CC(NC(=O)c1cccs1)c1ccc2c(c1)OCO2 (stereo not given)	-1%	-21%	7%	-3	-6%	22%	8%	15%	-10
Cc1cccc(N(C)c2cc(-c3ccc(F)cc3)nc3ccnn23)c1	6%	0%	0%	-13	/	10%	1%	/	36
S=C(NCCC1=CCCCC1)Nc1ccc(Cl)cc1	16%	2%	7%	3	4%	7.3µM*	?	10%	11
CCOc1ccc(C(=O)CCC(=O)NCC(=O)Nc2ccc(F)c(F)c2F)cc1	1%	5%	2%	7	/	14%	-45%	/	0
COc1ccccc1N1CCN(C2CC(=O)N(c3cccc(Cl)c3)C2=O)CC1 (stereo not given)	8%	3%	7%	-15	-38%[inhibitor]	-4%	3%	-5%	56
Cc1ccc(S(=O)(=O)Nc2cc3c(cc2N2CCOCC2)n(C)c(=O)n3C)cc1	/	9%	/	2	/	0%	4%	/	/
COc1ccc(NC(=O)CN(C)CC(=O)NCc2ccc(C)cc2)cc1	-5%	-1%	2%	-1	-2%	-12%	-27%	-2%	1
COc1ccc(OC)c(NC(=O)CNC(=O)Cn2c(C)cc3ccccc3c2=O)c1	5%	1%	3%	-5	4%	0%	-8%	0%	-23
O=C(CCC(=O)N1CCN(S(=O)(=O)c2ccccc2Cl)CC1)c1ccccc1	5%	-1%	2%	2	?	-10%	9%	7%	-6
NNC(=O)COc1cccc(C(F)(F)F)c1	0%	-2%	0%	-5	2%	0%	14%	-3%	-3
COc1ccc(OC)c(CNC(=O)c2cc3c(=O)oc4ccc(C)cc4c3s2)c1	/	7%	/	2	/	?	-1%	/	/
COc1ccc(C(=O)Nc2ccc(Cl)cc2C(=O)NCCN2CCOCC2)cc1	8%	23%	13%	-1	1%[9.22 µM]	?	-8%	9%	-56*
NS(=O)(=O)c1cccc(NC(=O)COC(=O)CCc2ccccc2)c1	12%	2%	?	12	-5%	26%	-11%	-30%	6
CN(CCC#N)C(=O)COC(=O)c1ccccc1C(=O)c1ccc(Cl)c([N+](=O)[O-])c1	10µM*	?	16µM*	3	23%	18%	?	9.2µM*	-106*
Fc1ccc(-c2cn3cc(C(F)(F)F)cc(Cl)c3n2)cc1	-11%	0%	-15%	0	?	-8%	10%	?	20
Cc1ccc(O)c(CNc2cnc3ccccc3c2)c1	-14%	?	?	6	?	-16%	-6%	?	-88*
COc1cc(OC)cc(C(=O)NCCc2cnc[nH]2)c1	-1%	-23%	1%	-1	-21%	-12%	1%	0%	0
Cc1cc(C)c(S(=O)(=O)NCC23C=CC(O2)C2C(=O)N(c4ccccc4)C(=O)C23)c(C)c1 (stereo not given)	0%	1%	-1%	-5	?	4%	-6%	?	-4
CC(C)(O)C#CC#CCN1CCOCC1	19%	8%	6%	-2	3%	7%	1%	3%	8

A section from further up, as a working copy:
SMILES	HT1080-NT tox	KB-3-1 cytotox	HT1080 IDH1KD tx	DRD3 agonist	SW480 rereplic	KB-V1 MDR tox	GLP1R cytotox	MCF10A rerep	IL-1B inflam inh
Cc1cc(C)c(S(=O)(=O)NCC23C=CC(O2)C2C(=O)N(c4ccccc4)C(=O)C23)c(C)c1 (stereo not given)	0%	1%	-1%	-5	?	4%	-6%	?	-4
CC(C)(O)C#CC#CCN1CCOCC1	19%	8%	6%	-2	3%	7%	1%	3%	8

Next section:
SMILES	HT1080-NT tox	KB-3-1 cytotox	HT1080 IDH1KD tx	DRD3 agonist	SW480 rereplic	KB-V1 MDR tox	GLP1R cytotox	MCF10A rerep	IL-1B inflam inh
CC1CCC(NC(=O)CSc2nnnn2C)CC1 (stereo not given)	-5%	6%	0%	-4	-1%	-27%	2%	-8%	-23
CCOC(=O)c1ccc(S(=O)(=O)N2CCNCC2)cc1	3%	-1%	-4%	0	27%	3%	1%	-185%[0.0737 µM]	17
O=C(CN1CCN(C(=O)c2ccc(-c3nc4ccccc4s3)o2)CC1)Nc1cccc(F)c1	2%	13%	0%	-2	/	7%	-1%	/	7
NS(=O)(=O)c1cccc(NC(=O)CN2CCC(Cc3ccccc3)CC2)c1	-14%	-5%	-22%	-6	-8%	-25%	-7%	7%	23
CCCS(=O)(=O)N1CCC(N2CCN(Cc3ccc(F)cc3)C(=O)C2=O)CC1	/	-11%	/	-8	/	-2%	18%	/	/
Cn1nc(C(=O)Nc2sccc2C(N)=O)ccc1=O	-2%	-9%	-3%	-1	-5%	?	20%	1%	-21
COc1ccc(OC)c(-c2cc(C(=O)NC(C)c3ccccc3)no2)c1 (stereo not given)	/	-5%	/	-30	/	0%	39%[activator]	/	/
O=C(NCC1CCCO1)c1cn(Cc2ccccc2Cl)nc1-c1ccccc1 (stereo not given)	7%	-2%	10%	-5	0%	0%	-2%	16%	-1
CCOC(=O)c1cc2c(=O)n3ccccc3nc2n(Cc2ccco2)c1=NC(=O)c1ccccc1OCC	0%	11%	0%	-7	-3%	-27%	6%	0%	-3
Cc1cccc(CSc2ncc(Cl)c(C(=O)Nc3nc4ccc(F)cc4s3)n2)c1	/	10%	/	3	/	26%	3%	/	/
O=C1/C(=C/c2cccs2)SC(=S)N1CCCC(=O)N(CCO)c1ccccc1	-10%	?	-1%	-23	-1%	-31%	-29%	?	?
CC1(C)OCC(N)(CO)CO1	0%	3%	2%	-6	/	18%	12%	/	11
CC(=O)Cc1nsc(NC(=O)c2ccc(-c3ccc(Cl)c(Cl)c3)o2)n1	6%	-14%	0%	-16	-5%	-5%	6%	?	-3
Cc1cc(N2C(=O)C(O)=C(C(=O)c3cc4ccccc4o3)C2c2ccc(OC(C)C)cc2)no1 (stereo not given)	-8%	?	-4%	-8	-8%	-10%	1%	?	-8
CC(C)(C)c1ccc(OCCC(=O)OCC(=O)NC2CC2)cc1	6%	4%	-2%	3	-3%	?	-14%	-2%	20
NNC(=S)Nc1ccccc1Cl	?	6%	?	-9	-6%	0%	-19%	?	26
CCOC(=O)c1ccc(NC(=O)CC2Nc3ccccc3NC2=O)cc1 (stereo not given)	/	6%	/	-5	/	0%	439%[activator]	/	/
CCOc1ccc(NC(=O)C2CCCN(S(=O)(=O)c3cnc[nH]3)C2)cc1 (stereo not given)	20%	9%	6%	1	-11%	0%	-38%	3%	9
CS(=O)(=O)N(CCc1ccccc1)CC(=O)NCc1ccccc1	-7%	-1%	-4%	3	-15%	-7%	-7%	-16%	-8
COc1ccc(CCN2CC(C(=O)NCCc3ccccc3C)CCC2=O)cc1 (stereo not given)	2%	-8%	2%	4	0%	4%	0%	-14%	1
CN(C(=O)COC(=O)COc1ccc2ccccc2c1)c1c(N)n(Cc2ccccc2)c(=O)[nH]c1=O	-2%	8%	-3%	1	1%	?	4%	20%	2
CC(C)COc1ccc(-c2nn(-c3ccccc3)cc2C(=O)Nc2nccs2)cc1	-11%	-13%	-26%	8	?	-12%	-8%	-178%[0.0737 µM]	53
CS(=O)(=O)c1ccc(C(=O)OCC(=O)NC23CC4CC(CC(C4)C2)C3)cc1[N+](=O)[O-]	?	15%	-22%	-11	?	-1%	?	4.1µM*	-107*
CCc1c(C)sc(NC(=O)Cc2ccccc2C)c1C(=O)N1CCOCC1	-4%	-4%	-8%	-7	1%	-21%	16%	14%	-15
O=C(Nc1nncs1)c1cccc(S(=O)(=O)N2CCOCC2)c1	-5%	5%	4%	-1	-10%	-1%	-12%	-3%	-6
CCOC(=O)CCCCCC(=O)Nc1ccc2c(c1)C(=O)N([C@H](C)CO)C[C@@H](C)[C@H](CN(C)S(=O)(=O)c1cn(C)cn1)O2	11%	12%	9%	47*	-2%	6%	-16%	-11%	-1
CCCC(C)c1nnc(NC(=O)C(=O)OCC)s1 (stereo not given)	-1%	12%	4%	-2	14%	?	8%	4%	22
CC(C)CC1NC(=O)c2cc3ccccc3cc2-n2c1nc1ccc(F)cc1c2=O (stereo not given)	-8%	-15%	-2%	-7	/	0%	-4%	/	24
COc1cc(/C=C/C(=O)OCC(=O)N2CCN(S(=O)(=O)c3ccc(C)cc3C)CC2)ccc1O	-1%	35%	-5%	7	/	-24%	-14%	0%	-1
COC(=O)C1=C(CN2CCc3ccccc32)NC(=O)NC1c1cc(C)ccc1C (stereo not given)	-18%	4%	-15%[9.24 µM]	13	0%	-18%	-24%	3%	-20
COc1ccc(-c2nnn(CC(=O)c3ccc4c(c3)OCCO4)n2)cc1OC	-5%	-1%	-4%	-2	-6%	-17%	-10%	10%	-19
Cc1ccc(C2(c3noc(CN(C)Cc4cccnc4)n3)CCCC2)cc1	5%	2%	7%	3	-10%	?	6%	4%	3
COc1cc(SC)ccc1C(=O)Nc1nc(C)cc(C)n1	2%	9%	9%	-4	-2%	0%	9%	-1%	-7
CN(Cc1ccccc1)C(=O)c1cccc(NC(=O)Cc2ccc(NC(=O)C3CCN(C(=O)CCc4ccccc4)CC3)cc2)c1	-10%	?	-20%	78*	4%	-27%	-11%	0%	-3
O=C(Cn1cc([N+](=O)[O-])ccc1=O)NCc1ccc(Cl)cc1Cl	10%	0%	5%	5	2%	-2%	-1%	0%	19
CC(=O)Nc1ccc(NS(=O)(=O)c2ccc3[nH]c(=O)[nH]c3c2)cc1	-3%	?	-3%	6	9%	2%	5%	12%	22
Cc1cc(C(=O)N/N=C(\CCC(=O)O)c2cccs2)c2ccccc2n1	?	-6%	?	-3	-34%[inhibitor][1.84 µM]	-12%	-16%	-22%	-5
CCOC(=O)c1ccccc1NC(=O)CSc1ccc(-c2cccnc2)nn1	-5%	19%	-19%	-1	-2%	-2%	-5%	4%	-16
COc1cc(OC)c(NC(=O)CSc2cc(=O)n(C)c3ccc(Cl)cc23)cc1Cl	/	-10%	/	6	/	?	2%	/	/

Screening results deposited in PubChem BioAssay by National Center for Advancing Translational Sciences (NCATS).
